FLuc inhib CS – firefly luciferase enzyme inhibitors, primary screen, artefact control for luciferase-based inhibitor screens, biochemical, luminescence, ATPLite. 10 min. inhibition, % at 10 µM. actives 1.5% (n = 200,000). AID 1006, 2008;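 active = inhibition above about 50% when tested at 10 µM, limit read from the data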
Target sequence (P08659 whole entry, looked up): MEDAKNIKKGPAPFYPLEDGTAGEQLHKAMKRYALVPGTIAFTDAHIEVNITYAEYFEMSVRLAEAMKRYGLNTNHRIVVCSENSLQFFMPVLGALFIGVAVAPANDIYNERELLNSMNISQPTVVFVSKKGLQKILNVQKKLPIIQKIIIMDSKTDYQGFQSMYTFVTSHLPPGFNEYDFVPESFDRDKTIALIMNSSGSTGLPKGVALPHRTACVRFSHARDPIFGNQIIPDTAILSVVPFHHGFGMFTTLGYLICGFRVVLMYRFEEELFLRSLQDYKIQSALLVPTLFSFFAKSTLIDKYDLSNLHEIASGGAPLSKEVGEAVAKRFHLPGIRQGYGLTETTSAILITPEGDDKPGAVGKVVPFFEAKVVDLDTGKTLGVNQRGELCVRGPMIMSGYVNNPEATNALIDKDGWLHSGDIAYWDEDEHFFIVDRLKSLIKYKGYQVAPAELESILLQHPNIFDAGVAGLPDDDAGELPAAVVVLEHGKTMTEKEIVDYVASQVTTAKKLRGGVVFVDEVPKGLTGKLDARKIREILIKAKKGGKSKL
STAT3 act – IL-6 driven STAT3 reporter potentiators, primary screen, U3A cells, luciferase, luminescence, MLSCN library. IL-6 STAT3-luciferase reporter; 100% = signal with IL-6 EC80 alone. activation (% of control), % at 5.6 µM. actives 0.91% (n = 190,000). AID 871, 2007;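 active = activation above the screen-wide mean of compound activation plus 3 SD, cut at about 130% in these data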;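 note: 0% = background luminescence of wells with medium and substrate only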
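Material: STAT3-luciferase reporter U3A cells; Probe or stimulus: IL-6 (33 ng/mL); Incubation: compound pre-incubation 1 h before IL-6, then 6 h stimulation at 37 °C; Technique: luminescence from STAT3-driven luciferase reporter; Evaluation: % activation versus median of IL-6-stimulated wells; Controls: IL-6-only high control.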
APP 5UTR inh – inhibitors of APP translation via 5'UTR reporter, primary screen, APP 5'UTR luciferase, SH-SY5Y cells | inhibition, % at 2 µM | AID 1285, 2008 | actives 0.82% (n = 190,000) | SH-SY5Y APP 5'UTR-luciferase reporter, luminescence;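 active = inhibition above a set limit, derived from the sample mean plus 3 SD, cut at about 45% in these data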; note: values of inactives mirror those of a sister screen read the other way
RAM inhibit – inhibitors of the yeast RAM network, primary screen, dse1pr::URA3 reporter, 5-FOA selection | S. cerevisiae dse1pr::URA3 reporter, 5-FOA growth OD615, 2 d; analog-sensitive cbk1-as2 kinase mutant strain | inhibition, % at 50 µM | actives 1.8% (n = 190,000) | AID 868, 2007;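 active = inhibition above a set limit, 3 SD over mean compound inhibition, cut at about 8.4% in these data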;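 note: 0% = DMSO-only wells with no growth and 100% = 10 µM 1-NA-PP1 full growth; inhibition rescues growth on 5-FOA so higher OD means more RAM inhibition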
Hsp70 act – Hsp70 transcriptional activators, primary screen, cell-based, HeLa, Hsp70 promoter luciferase, luminescence, 10 µM. HeLa Hsp70 promoter luciferase reporter; scaled: vehicle 0, proteasome-inhibitor control 100%. activation, % at 10 µM. actives 0.04% (n = 200,000);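 active = activation above the mean across all tested compounds plus 3 SD, cutoff set per campaign, cut at about 5.5% in these data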;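 note: 100% = MG132 at 30 µM as the positive control and 0% = DMSO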
APP 5'UTR act – activators of APP 5'UTR luciferase reporter, primary screen, SH-SY5Y cells. SH-SY5Y APP 5'UTR luciferase reporter, luminescence; zero percent = DMSO vehicle wells. activation, % at 2 µM. actives 1% (n = 190,000). AID 1276, 2008;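 active = activation above a set limit, based on mean plus 3 SD of controls, cut at about 140% in these data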; note: values of inactives mirror those of a sister screen read the other way
NF-kB expr up – activators of NF-kB expression in neurons, primary screen, cell-based, HTS | fold change at 12.5 µM | actives 1.6% (n = 190,000) | human neuronal cells, NF-kB reporter expression; active compounds read high; in the data active = fold change above about 3.3
STAT1 inh – STAT1 signaling inhibitors, primary screen, cell-based, HTS, luciferase reporter | inhibition, % at 5.5 µM | actives 0.35% (n = 200,000) | AID 920, 2007 | NIH 3T3 STAT1-luciferase reporter, IFN-gamma, luminescence;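 active = inhibition above a set limit, the mean inhibition across all tested compounds plus 3 SD, cut at about 34% in these data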;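 note: 0% = IFN-gamma with DMSO and 100% = IFN-gamma with 300 µM nifuroxazide; values of inactives mirror those of a sister screen read the other way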
STAT1 act – STAT1 signaling activators, primary screen, cell-based, HTS, luciferase reporter | NIH 3T3 STAT1-luciferase reporter, IFN-gamma, luminescence; 100% = IFN-gamma alone, no compound | activation (% of control), % at 5.5 µM | actives 2.6% (n = 200,000) | AID 932, 2007;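 active = activation above the screen-wide mean activation plus 3 SD, cut at about 130% in these data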;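 note: raw ratio to IFN-gamma control signal so 100% means no change and 0% no light; values of inactives mirror those of a sister screen read the other way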
STAT3 inh – IL-6 driven STAT3 reporter inhibitors, primary screen, U3A cells, luciferase, luminescence, MLSCN library; IL-6 STAT3-luciferase reporter; host cell line lacks STAT1; inhibition, % at 5.5 µM; actives 0.89% (n = 190,000);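 active = inhibition above the mean inhibition across all screened compounds plus 3 SD, cut at about 44% in these data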;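 note: 0% = DMSO only wells and 100% = 100 µM nifuroxazide control wells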
Active calls of the source: *; x = no result given.

compound,FLuc inhib CS,STAT3 act,APP 5UTR inh,RAM inhibit,Hsp70 act,APP 5'UTR act,NF-kB expr up,STAT1 inh,STAT1 act,STAT3 inh
CCO[C@@H]1OC(C(=O)N2CCN(Cc3ccc4c(c3)OCO4)CC2)=C[C@H](c2ccc(Br)cc2)[C@H]1CCCO,-6.8,x,8.9,-0.9,0.0,-8.9,0.64,3.7,98.0,x
CCCNC(=O)NC1C(NC(=O)NCCC)N(C)C(=O)N1C (stereo not drawn),-1.2,100.7,-5.2,-0.1,-0.2,5.2,1.28,-4.9,104.5,5.1
O=C(CN1CCCN(S(=O)(=O)c2ccc(Br)cc2)CC1)Nc1ccc2c(c1)OCO2,-6.3,105.5,-6.7,1.3,0.4,6.7,0.7,4.0,94.0,-4.3
COc1cc(NC(=O)c2ccc3c(c2)OCCO3)ccc1NC(=O)c1ccco1,32.0,83.9,-29.8,6.0,-0.1,29.8,1.12,-0.3,98.3,23.2
OCCC1CN(Cc2cccn2-c2ncccn2)CCN1Cc1ccccc1 (stereo not drawn),-5.8,101.6,8.1,3.0,-0.1,-8.1,1.24,-6.5,105.1,9.6
Nc1nnc(-c2ccccc2)c(-c2ccccc2)n1,-4.0,110.8,-5.5,1.7,-0.3,5.5,0.95,-4.8,104.4,-8.7
CCOc1cc(CO)ccc1OCC(=O)N1CCCCC1,-3.7,92.2,-4.7,0.4,-0.4,4.7,1.03,-0.5,100.4,11.5
O=C(N/N=C/c1ccccc1F)c1ccc(COc2ccccc2Cl)o1,-7.2,114.1,-3.6,0.8,-0.5,3.6,1.04,-6.0,105.3,-18.6
Cc1noc2ncnc(N3CCN(c4cccc(Cl)c4)CC3)c12,-6.0,72.2,11.2,3.4,0.2,-11.2,0.98,22.3,77.9,36.3
CCOC(=O)c1c(NC(=O)C2=C(C)NC(=S)NC2c2ccccc2C(F)(F)F)sc(C)c1C (stereo not drawn),1.4,103.7,2.5,3.8,-0.1,-2.5,1.19,-7.6,106.9,-0.7
Cc1csc(NC(=O)C2CCCC2)n1,1.5,118.6,-20.9,-0.7,-0.2,20.9,1.63,-13.3,112.3,-17.0
CCOc1cc(CNCC2CCCN2CC)cc(Cl)c1OC (stereo not drawn),-12.7,105.5,21.6,-0.1,0.2,-21.6,0.93,-1.2,99.7,-5.3
Cc1nc(CCNC(=O)c2cccs2)cs1,1.9,100.5,2.0,0.2,0.1,-2.0,1.29,-2.7,102.5,3.1
COc1ccc2nc(SCC(=O)Nc3ccccc3C#N)[nH]c2c1,-6.7,102.0,-28.6,1.2,-0.2,28.6,1.17,-5.1,104.7,-0.3
CCC(=O)Nc1cccc2cccnc12,-7.9,92.9,-9.2,2.8,-0.2,9.2,1.13,1.7,98.5,8.6
Cc1nc(CN2CCCC2=NC#N)n(-c2ccccc2)n1,-5.6,102.7,11.6,0.1,0.0,-11.6,1.03,-1.6,101.5,1.8
N#CCCN(CC(=O)O)S(=O)(=O)c1ccccc1,-5.9,94.4,-15.9,0.4,-0.4,15.9,1.21,7.6,91.4,11.0
Cc1ccc(-c2csc3nnc(SCC(=O)NCc4ccc5c(c4)OCO5)n23)cc1,-5.2,108.0,-6.5,0.8,-0.5,6.5,1.07,6.4,94.2,-3.0
CC(=O)c1nn(-c2cccc(Br)c2)cc1C(=O)c1ccco1,0.6,89.8,14.1,1.8,-0.1,-14.1,1.04,-1.2,101.1,16.3
COc1ccc(OCC(=O)N2N=C(C(F)F)CC2(O)C(F)F)cc1 (stereo not drawn),-7.1,100.2,3.6,0.5,-0.3,-3.6,1.34,3.3,97.1,0.6
COC(=O)c1ccc(COC(=O)CNS(=O)(=O)c2ccc(C)cc2)cc1,7.1,110.4,-0.4,1.2,0.3,0.4,1.34,-24.1,121.3,-11.6
Cc1cc(-c2ccccc2)c2c3c(c(-c4ccccc4)n2n1)c(=O)n(C)c(=O)n3C,-7.5,102.3,-14.2,2.3,-0.2,14.2,0.89,4.1,96.3,-2.5
COc1ccc(C2c3c(C)nn(-c4ccccc4)c3NC(=O)N2c2ccccc2)cc1 (stereo not drawn),-6.9,98.5,-6.3,5.1,-0.2,6.3,1.36,-3.5,103.1,-2.6
COc1ccc(N=Cc2c(O)n(-c3ccc(OC)cc3)c(=O)c3ccccc23)cc1,-4.3,77.7,6.0,1.7,-0.3,-6.0,1.09,-10.6,108.7,30.1
CC(C)(C)c1ccc(CS(=O)CC(O)CO)cc1 (stereo not drawn),-9.0,92.5,-5.0,-0.3,-0.1,5.0,1.36,-4.9,104.4,12.9
CC1=NN(c2ccc(S(=O)(=O)O)cc2Cl)C(=O)C1,-6.6,97.2,-15.5,-0.1,-0.1,15.5,1,-6.1,103.9,5.7
O=C(NC(Cc1ccccc1)C(=O)O)/C(=C\c1ccco1)NC(=O)c1ccccc1Br (stereo not drawn),-4.3,97.1,-10.4,0.0,-0.5,10.4,0.97,-1.9,101.6,3.7
C/C(=N\OC(=O)NC(C)C)c1sc(-c2ccc(Cl)cc2)nc1C,-1.4,95.0,-39.2,3.3,-0.1,39.2,5.79*,-19.4,117.3,7.8
CC(=O)Nc1ccccc1OC(C)C(=O)NC(C)c1ccc(F)cc1 (stereo not drawn),-3.1,104.3,-15.7,-0.8,0.2,15.7,0.95,-3.0,102.7,-8.0
Cc1occc1-c1nnc(SCC(=O)c2c(N)n(Cc3ccccc3)c(=O)n(C)c2=O)n1C,0.3,93.3,-20.3,3.0,0.4,20.3,1.19,1.1,99.0,15.4
CCCCNCC1C(Oc2ccc(Cl)cc2)C(=O)N1c1ccccc1C (stereo not drawn),-3.5,103.2,25.3,0.5,-0.3,-25.3,0.87,2.3,99.4,1.3
CN(CP(=O)(O)CN(C)S(C)(=O)=O)S(C)(=O)=O,-3.4,94.8,0.1,1.1,0.1,-0.1,0.91,15.5,85.9,10.5
CCCOc1ccc(Cc2c(Cl)nc(SC)nc2N(C)C)cc1,-2.1,95.1,-7.9,1.2,-0.3,7.9,0.91,-1.8,101.6,8.1
Cc1ccc(-c2nnc3cccc(Cl)n23)cc1,1.1,102.9,-44.0,3.7,0.3,44.0,0.89,-7.0,104.3,2.4
CCCC(=O)N(CCN(C(=O)CCC)c1ccccc1)c1ccccc1,-5.7,96.7,-3.5,0.5,-0.2,3.5,1.45,2.0,98.2,7.6
CC(=O)N(c1ccccc1)c1nc(C)cc(C)c1C#N,-3.0,101.8,6.2,-0.5,0.1,-6.2,1.19,-1.6,101.5,1.0
O=c1[nH]c2ccc(Cl)cc2c(-c2ccccc2)c1N1CCOCC1,0.7,101.9,6.0,3.0,-0.1,-6.0,1.05,2.0,99.0,-2.2
CC(C)N1C(=O)C2C(C(=O)NCc3ccccc3)C3C=CC2(O3)C1C(=O)NC(C)(C)C (stereo not drawn),-2.9,91.5,7.8,-1.1,-0.3,-7.8,1.04,-6.1,105.5,20.9
COc1ccc(C(=O)/C=C/c2ccc(F)cc2)c(OC(=O)c2ccc([N+](=O)[O-])cc2)c1,-3.6,92.0,-8.3,2.5,-0.1,8.3,1.58,-4.8,104.3,15.6
COC(=O)c1ccccc1NC(=O)C1CC(c2ccccc2O)=NO1 (stereo not drawn),-7.3,99.0,-2.2,0.9,-0.3,2.2,1.18,1.2,98.9,4.0
COc1ccc(C(=O)N2CCN(c3c(C)cccc3C)CC2)cc1OC,-3.9,102.0,7.2,0.7,0.0,-7.2,0.93,3.3,97.0,6.3
O=C(Cc1c[nH]c2ccccc12)N1CCc2ccccc21,1.3,100.0,14.4,1.6,-0.1,-14.4,1.54,1.8,98.3,2.7
CCOC(=O)c1c(NC(=O)c2ccncc2)sc(C)c1C,-6.0,100.9,-7.8,1.7,-0.5,7.8,1.01,10.8,89.5,1.1
COc1ccc(NC(=O)CSc2nnc(NC(=O)CN3CCOCC3)s2)cc1,-3.3,90.8,8.6,2.4,-0.2,-8.6,1.1,6.8,93.5,13.6
CCCCCNC(=O)C1CC=CCC1C(=O)O (stereo not drawn),-2.2,92.5,0.8,2.7,-0.2,-0.8,0.94,-3.5,100.5,12.1
Cc1ccccc1Nc1nnc(SCc2cc(=O)n3ccsc3n2)s1,-1.1,103.3,3.1,2.9,-0.1,-3.1,0.39,0.9,99.2,-1.2
CCn1c(Cc2ccccc2)nnc1SCC(=O)N1CCCCC1,-4.8,108.6,-4.7,1.0,-0.2,4.7,1.15,-7.5,113.1,-6.4
Cc1cccc(NC(=O)c2sc3nc(-c4ccc(F)cc4)cn3c2C)n1,0.8,73.0,-4.3,6.1,0.9,4.3,0.72,-0.4,100.4,34.2
CC(C)=CCN1CCN(Cc2cccn2-c2nccs2)CC1CCO (stereo not drawn),-0.9,100.8,16.1,-0.4,0.5,-16.1,1.07,-8.8,106.1,2.5
CCc1ccccc1NC(=O)c1cc(C2CC2)on1,-5.8,x,-9.0,2.3,x,9.0,1.62,x,x,x
CCN(Cc1ccccc1)S(=O)(=O)c1ccc(S(=O)(=O)N2CCN(CCC#N)CC2)cc1,-3.1,98.7,-33.9,1.6,0.1,33.9,1.05,4.1,97.1,1.8
Cc1c(N=Cc2ccc(-c3ccc(Cl)cc3)o2)c(=O)n(-c2ccccc2)n1C,0.1,96.8,-3.4,1.9,0.0,3.4,1.1,6.2,94.7,10.0
Cc1ccc(C2=NC3(CCCCC3)N=C2SCC(=O)Nc2ccc3c(c2)OCCO3)cc1,-1.4,102.2,2.7,4.7,-0.4,-2.7,1.05,4.4,96.0,-2.6
O=C(N/N=C/C(Cl)=C/c1ccccc1)c1ccccn1,80.6*,82.6,-131.4,-0.4,0.3,131.4,4.26*,-23.9,121.8,24.8
Cc1ccccc1-n1c(SCC(=O)Nc2ccc3c(c2)OCO3)nnc1-c1ccccn1,-4.5,92.5,9.5,2.8,-0.2,-9.5,0.76,3.0,97.2,10.2
CC1Oc2ccccc2C=C1/C=C1/SC(N2CCOCC2)=NC1=O (stereo not drawn),-1.4,109.9,-10.5,3.2,-0.4,10.5,1.63,-6.6,106.0,-1.1

Assay outcomes deposited in PubChem BioAssay by several laboratories.
